All columns: NCI-60 one-dose screen, growth in % after 48 h at 10 µM unless noted; 100 = growth as untreated, 0 = no growth, -100 = all killed.
MDA-MB-468 = MDA-MB-468 breast cancer | hit rate 8.5% among 78,000
BT-549 = BT-549 breast cancer; AID 1794793; hit rate 4.4% among 78,000
MCF7 = MCF7 breast cancer | hit rate 6.3% among 82,000
MDA-MB-231 = MDA-MB-231 breast cancer | hit rate 5% among 81,000 | AID 1794789
LOX IMVI = LOX IMVI melanoma | hit rate 7.4% among 79,000 | AID 1794757
T-47D = T-47D breast cancer | hit rate 5% among 79,000
K-562 = K-562 leukemia. hit rate 7.4% among 78,000
HS 578T = HS 578T breast cancer | hit rate 4.1% among 78,000
An asterisk follows results filed as active; . = no result given; & = joins results of further samples. Rule for the calls: active = growth percent below 10; inactive = the rest.

Values in the order: MDA-MB-468	BT-549	MCF7	MDA-MB-231	LOX IMVI	T-47D	K-562	HS 578T
- Cc1ccnc2c(NC(C)CCCN)cc(O)c(O)c12 (stereo not drawn)
  .	92	31	75	61	106	80	81
- CC(C(=O)O)n1cc(C#N)c(=O)[nH]c1=O (stereo not drawn)
  107&103	99	93&101	103&109	99&110	101&108	104	113&114
- Cc1ncc(COCc2ccccc2)c(CO)c1OCc1ccccc1
  111	130	102	120	106	97	98	115
- CCN(CC)CCN1Cc2ccccc2C1
  104	110	97	101	99	101	103	104
- Sc1ccc2ccccc2c1
  132	105	89	106	103	94	86	132
- N#Cc1ccc(S(=O)(=O)Nc2ccc(-c3cnc(N)[nH]3)cc2)cc1
  98	107	91	100	98	101	.	98
- Oc1ccc(Cl)cc1CNC1CCCCC1
  107	116	101	95	100	101	.	107
- CC(=C(c1ccc(OCCN2CCCCCC2)cc1)c1ccc(OCCN2CCCCCC2)cc1)c1ccc(Cl)cc1
  -92*	-66*	-80*	-99*	-100*	-59*	.	-48*
- C=CC(=O)NCc1cccc(Nc2ncc(Br)c(NCCCNC(=O)C3CCC3)n2)c1
  -80*	-50*	1.6*	-26*	-41*	-12*	9.3*	-14*
- COc1ccc(/C(=C\c2ccccc2)C(=O)O)cc1OC
  93	102	94	89	95	86	134	97
- COc1ccc(-c2csc(NS(=O)(=O)C3C(=O)ON=[N+]3c3ccc(C)cc3)n2)cc1 (stereo not drawn)
  101	99	77	94	90	84	104	114
- C[C@@H](Oc1cc(-c2cnn(C3CC4(CCNCC4)C3)c2)cnc1N)c1c(F)ccc(Cl)c1Cl
  -53*	59	-35*	-54*	-86*	-28*	-20*	26
- CCOC(=O)N1C2c3ccccc3C(c3ccccc32)N1C(=O)OCC
  107	104	103	102	91	97	71	115
- N#C/C(=C\c1cccc(Cl)c1)c1cc2ccccc2[nH]1
  72	92	57	71	82	58	64	87
- Oc1cc2ccccc2nc1-c1ccccc1Cl
  75	79	93	104	102	104	89	100
- Cn1c(N2NC(=O)C(N=Nc3ccc(S(N)(=O)=O)cc3)C2=O)nc(-c2ccco2)c(C#N)c1=O (stereo not drawn)
  -18*	109	68	94	77	72	.	104
- Cc1cc(=O)[nH]c(SCC(=O)NCCc2ccc(S(N)(=O)=O)cc2)n1
  103	106	112	89	100	104	107	103
- Cn1ccc2c1CC1CN(Cc3ccco3)C(=O)C1C2C(=O)O (stereo not drawn)
  104	110	96	97	95	99	97	99
- Cn1cc(-c2nc(N)nnc2-c2cncc(Br)c2)c2cc(Br)ccc21
  69	84	92	95	77	75	41	81
- COc1ccc(CNNC(=O)Cc2ccccc2)c(OC)c1OC
  112	106	96	114	106	103	105	107
- CCCC(=O)Nc1ccc(Nc2ncccc2C(=O)OCC)cc1
  111	95	92	99	111	92	107	103
- NNC(=O)CCCCl
  96	119	98	104	91	100	105	112
- C[C@@H]1O[C@H]1P(=O)(O)O
  112	102	96	113	107	105	.	122
- Cc1nn(-c2ccccc2)c2nc(C)n(C(=O)N/N=C/c3ccccc3)c(=O)c12
  115	101	93	92	97	91	96	84
- CCCC/C(CC)=N\NS(=O)(=O)c1ccc([N+](=O)[O-])cc1
  109	114	102	96	94	95	95	103
- CSc1ccc(/C(=N/N=C(N)N)c2ccc(F)cc2)cc1
  -35*	16	5.1*	24	5.5*	58	0.1*	-1.2*
- CC(C)=CCC/C(C)=C/CN1C(=O)CN(C)C1=O
  98	132	82	118	93	104	102	98
- CC(COc1ccccc1)OC=O (stereo not drawn)
  .	112	98	94	86	96	82	104
- C#CCOC(=O)CCC(=O)OCC#C
  106	97	98	112	92	99	97	105
- O=C1Nc2ccc(Br)cc2/C1=N\c1nnc(-c2ccccc2)o1
  70	103	46	81	100	88	106	103

Ordered by SMILES length (low to high): part of the list above.
Values in the order: MDA-MB-468	BT-549	MCF7	MDA-MB-231	LOX IMVI	T-47D	K-562	HS 578T
- NNC(=O)CCCCl
  96	119	98	104	91	100	105	112
- CC(COc1ccccc1)OC=O (stereo not drawn)
  .	112	98	94	86	96	82	104
- C#CCOC(=O)CCC(=O)OCC#C
  106	97	98	112	92	99	97	105
- C[C@@H]1O[C@H]1P(=O)(O)O
  112	102	96	113	107	105	.	122
- Oc1cc2ccccc2nc1-c1ccccc1Cl
  75	79	93	104	102	104	89	100
- CC(C)=CCC/C(C)=C/CN1C(=O)CN(C)C1=O
  98	132	82	118	93	104	102	98
- COc1ccc(CNNC(=O)Cc2ccccc2)c(OC)c1OC
  112	106	96	114	106	103	105	107
- CCCC(=O)Nc1ccc(Nc2ncccc2C(=O)OCC)cc1
  111	95	92	99	111	92	107	103
- CSc1ccc(/C(=N/N=C(N)N)c2ccc(F)cc2)cc1
  -35*	16	5.1*	24	5.5*	58	0.1*	-1.2*
- Cn1ccc2c1CC1CN(Cc3ccco3)C(=O)C1C2C(=O)O (stereo not drawn)
  104	110	96	97	95	99	97	99
- O=C1Nc2ccc(Br)cc2/C1=N\c1nnc(-c2ccccc2)o1
  70	103	46	81	100	88	106	103
- CCOC(=O)N1C2c3ccccc3C(c3ccccc32)N1C(=O)OCC
  107	104	103	102	91	97	71	115
- Cn1cc(-c2nc(N)nnc2-c2cncc(Br)c2)c2cc(Br)ccc21
  69	84	92	95	77	75	41	81
- Cc1cc(=O)[nH]c(SCC(=O)NCCc2ccc(S(N)(=O)=O)cc2)n1
  103	106	112	89	100	104	107	103
- Cc1nn(-c2ccccc2)c2nc(C)n(C(=O)N/N=C/c3ccccc3)c(=O)c12
  115	101	93	92	97	91	96	84
- COc1ccc(-c2csc(NS(=O)(=O)C3C(=O)ON=[N+]3c3ccc(C)cc3)n2)cc1 (stereo not drawn)
  101	99	77	94	90	84	104	114
- C[C@@H](Oc1cc(-c2cnn(C3CC4(CCNCC4)C3)c2)cnc1N)c1c(F)ccc(Cl)c1Cl
  -53*	59	-35*	-54*	-86*	-28*	-20*	26
- Cn1c(N2NC(=O)C(N=Nc3ccc(S(N)(=O)=O)cc3)C2=O)nc(-c2ccco2)c(C#N)c1=O (stereo not drawn)
  -18*	109	68	94	77	72	.	104

(listing goes on)
Values in the order: MDA-MB-468	BT-549	MCF7	MDA-MB-231	LOX IMVI	T-47D	K-562	HS 578T
- CN1CCCCC1CCN1c2ccccc2Sc2ccc(Br)cc21 (stereo not drawn)
  32	69	21	68	60	78	2.3*	81
- O=C(Oc1ccccc1Cl)c1ccc(Cl)cc1Cl
  103	.	85	98	104	.	100	94
- CCCCCc1ccc(C2=C(Br)C(=O)c3nc(/C=N/NC(N)=S)ccc3C2=O)cc1
  106	87	86	100	91	89	87	115
- O=C1/C(=C/c2ccncc2)CCCc2ccccc21
  57	91	68	91	75	67	78	97
- CN1CCN(c2ccc(NC(=O)c3cncnc3Nc3ccc4c(ccn4Cc4ccccn4)c3)cc2)CC1
  66	80	72	90	93	63	25	87
- COc1ccc(O)c(/C(=C/C(=O)O)c2nc3ccccc3[nH]2)c1
  74	66	75	65	75	39	79	80
- COc1ccc(-c2c(NC(C)=O)noc2-c2cccc(OC)c2)cc1
  107	98	94	112	95	94	83	108
- OCC(O)COc1ccc(Cl)cc1 (stereo not drawn)
  .	99	105	122	110	109	109	100
- Nc1n[nH]c2cccc(C#Cc3cccc(NC(=O)c4cccc(C(F)(F)F)c4)c3)c12
  79	46	40	9.5*	2.4*	25	.	-0.7*
- c1ccc(N=NC2=NN(c3ccccc3)CS2)cc1
  68	98	58	79	93	81	97	103
- CC(=O)Nc1nc(C(=O)N2N=C(C)/C(=C/c3cccs3)C2=O)cs1
  103	97	91	111	98	100	102	114
- COc1cc2c(c(OC)c1OC)C(=O)CC(c1cccc(C(=O)Nc3ccc(Br)cc3)c1)O2 (stereo not drawn)
  31	34	43	51	58	20	6.2*	91
- Cc1nc2ccccc2c(=O)n1Cc1nnco1
  99	94	93	99	86	100	90	99
- Clc1ccc(/C=N/c2n[nH]c(Nc3ccccc3)n2)cc1
  109	94	97	100	96	94	96	107
- CCc1ccc(NC(=O)CSc2nnc(Cc3ccccc3Nc3c(Cl)cccc3Cl)o2)cc1
  104	105	91	106	96	93	101	90
- CCOC(=O)C(C#N)C1CCCC(C)CC1 (stereo not drawn)
  111	105	106	110	109	95	98	110
- CCCOC(=O)Nc1cc(C)c(NC(=O)CN(CC)CC)c(C)c1
  103	99	97	99	105	100	116	111
- Cc1ccc(S(=O)(=O)N(CC[C@@H]2C[C@H]2c2cc3ccccc3o2)C(=O)c2cccnc2)cc1
  69	87	92	88	96	77	74	90
- COc1ccc(C(=O)/C=C/c2c[n+](=O)c3ccc(F)cc3n2[O-])cc1
  101	103	99	106	94	93	102	102
- CCCCC(=O)NNc1nccc(Nc2ccc(S(=O)(=O)Nc3ccccn3)cc2)n1
  107	92	97	112	109	88	107	109
- Oc1cc2ccccc2cc1O
  120	.	89	107	100	105	102	96
- NS(=O)(=O)c1ccc(NC(=S)NC(=O)c2ccc(Cl)cc2)cc1
  89	100	85	95	92	81	.	104
- Cc1nn(-c2ccccc2)c(Cl)c1/C=C1\N=C(c2ccccc2)N(C(=O)c2ccc(Cl)cc2)NC1=O
  76	76	86	82	86	82	77	81
- CCOC(=O)C/C(=N\Nc1cc(=O)[nH]c2ccc(Br)cc12)C(=O)OCC
  99	97	92	102	94	105	24	92
- COc1ccc(C/C(N)=N\O)cc1
  109	102	95	102	102	99	.	109
- COc1cc(-c2nc(-c3nc4ccc(Cl)cc4[nH]3)cc3c2[nH]c2ccccc23)cc(OC)c1OC
  44	71	48	4.6*	68	54	54	77
- C#CCN1CC(=O)N2[C@@H](c3ccccc3)SC[C@H]2C1=O
  107	109	93	124	103	106	109	102
- CNC(=O)c1cc(-n2ccc3cc(NC(=O)Nc4ccc(Cl)c(Cl)c4)ccc32)ccn1
  66	75	61	83	86	56	51	67
- O=C1N[C@H]2[C@H](CS[C@H]2CCCCC(=O)N(CCP(c2ccccc2)c2ccccc2)CCP(c2ccccc2)c2ccccc2)N1
  34	97	21	81	76	75	69	84
- CCOC(=O)N(c1ccccc1)c1ccccc1
  96	97	104	111	97	96	87	100

The final 3 entries of the part above open the next one.
Values in the order: MDA-MB-468	BT-549	MCF7	MDA-MB-231	LOX IMVI	T-47D	K-562	HS 578T
- CNC(=O)c1cc(-n2ccc3cc(NC(=O)Nc4ccc(Cl)c(Cl)c4)ccc32)ccn1
  66	75	61	83	86	56	51	67
- O=C1N[C@H]2[C@H](CS[C@H]2CCCCC(=O)N(CCP(c2ccccc2)c2ccccc2)CCP(c2ccccc2)c2ccccc2)N1
  34	97	21	81	76	75	69	84
- CCOC(=O)N(c1ccccc1)c1ccccc1
  96	97	104	111	97	96	87	100
- C=C(C)C1CC[C@]2(C(=O)NCCCN3CCN(CCCN)CC3)CC[C@]3(C)C(=CC[C@@H]4[C@@]5(C)C[C@@H](CC#CC#CC[C@@H]6C[C@]7(C)[C@H]8CC=C9[C@H]%10C(C(=C)C)CC[C@]%10(C(=O)NCCCN%10CCN(CCCN)CC%10)CC[C@@]9(C)[C@]8(C)CC[C@H]7C(C)(C)[C@H]6OC(C)=O)[C@H](OC(C)=O)C(C)(C)[C@@H]5CC[C@]43C)[C@@H]12 (stereo partly drawn)
  70	108	106	102	100	.	105	118
- CCCCN(CCCC)P1(=O)OP(=O)(N(CCCC)CCCC)OP(=O)(N(CCCC)CCCC)O1 (stereo not drawn)
  112	95	97	107	100	109	96	110
- C=CN(C(=O)N1CCN(c2cc3c(cc2F)c(=O)c(C(=O)O)cn3C2CC2)CC1)c1nc(-c2ccccc2)cs1
  100	101	95	90	78	79	95	98
- COc1cc(/C=C2/C(=O)Nc3ccc(Cl)cc32)ccc1OCc1ccccc1
  94	106	81	92	104	95	109	96
- CC(C)(C)CC(C)(C)NCc1ccc(Cl)cc1
  82	105	92	105	85	96	100	99
- CC/C(=C(\c1ccc(OCCN2CCCCCC2)cc1)c1ccc(OC(=O)c2ccccc2)cc1)c1ccc(OC)cc1
  97	109	40	111	99	60	67	81
- CC(Sc1nncn1-c1ccccc1)C(=O)Nc1cccc(Cl)c1 (stereo not drawn)
  .	97	91	113	83	93	48	.
- CN(C(=O)c1ccc(C(F)(F)F)cc1C(F)(F)F)c1sc2c(c1C#N)CCC(=O)C2
  52	21	86	71	29	1.0*	6.5*	69
- O=C1C(c2ccc([N+](=O)[O-])cc2)=[N+]([O-])c2cc([N+](=O)[O-])ccc21
  107	128	100	104	123	103	105	112
- O=C(N/N=C/c1ccncc1)c1cc(O)c(O)c(O)c1
  108	109	113	114	98	98	105	111
- O/N=C/c1ccccc1O
  98	88	100	113	99	87	103	97
- Oc1ccc(C(c2ccccc2)c2ccc(O)cc2O)c(O)c1
  85	97	65	81	77	54	68	93
- Cc1cc(=O)oc2cc(OCCOc3ccc(/C=C/C(=O)Nc4ccc(Br)cc4)cc3)ccc12
  106	101	70	97	100	87	96	101
- Cc1ccc(C(=O)CSC2=NCCN2)cc1Cl
  97	95	86	105	.	93	72	81
- CC(=O)c1nn(-c2ccc([N+](=O)[O-])cc2)/c(=N\N=C\c2coc3ccc(F)cc3c2=O)s1
  107	104	92	84	94	.	93	100

Rows are unselected, and some 12% of all compounds hit somewhere here.
